Efflux pump mplx = inhibitors of Candida antifungal efflux pumps expressed in yeast; S. cerevisiae Candida pump triplex, Nile Red efflux; inhibition, % at 10 µM; actives 0.44% (n = 330,000); AID 485275;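 active = plate passing quality check with inhibition over a set limit, or well fluorescence over plate mean plus 4 SD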;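 note: Nile Red retained in pooled yeast measured as flow cytometry median fluorescence; 0% = buffer negative control and 100% = Enniatin B positive control; higher means more Nile Red kept so more efflux inhibition; some compounds called inactive have numbers as strong as hits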
GRK2 inh = blocks RNA aptamer binding to human GRK2. inhibition of aptamer binding, % at 10 µM. actives 0.59% (n = 330,000). bead flow cytometry, FAM-aptamer displacement from GRK2;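 active = inhibition of aptamer binding above 40%, roughly 3 SD of noise, on plates passing a quality check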;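 note: median bead fluorescence of bound FAM aptamer so fluorescent compounds give negative values; no value below 0 was filed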
Target sequence (P25098 whole entry, looked up): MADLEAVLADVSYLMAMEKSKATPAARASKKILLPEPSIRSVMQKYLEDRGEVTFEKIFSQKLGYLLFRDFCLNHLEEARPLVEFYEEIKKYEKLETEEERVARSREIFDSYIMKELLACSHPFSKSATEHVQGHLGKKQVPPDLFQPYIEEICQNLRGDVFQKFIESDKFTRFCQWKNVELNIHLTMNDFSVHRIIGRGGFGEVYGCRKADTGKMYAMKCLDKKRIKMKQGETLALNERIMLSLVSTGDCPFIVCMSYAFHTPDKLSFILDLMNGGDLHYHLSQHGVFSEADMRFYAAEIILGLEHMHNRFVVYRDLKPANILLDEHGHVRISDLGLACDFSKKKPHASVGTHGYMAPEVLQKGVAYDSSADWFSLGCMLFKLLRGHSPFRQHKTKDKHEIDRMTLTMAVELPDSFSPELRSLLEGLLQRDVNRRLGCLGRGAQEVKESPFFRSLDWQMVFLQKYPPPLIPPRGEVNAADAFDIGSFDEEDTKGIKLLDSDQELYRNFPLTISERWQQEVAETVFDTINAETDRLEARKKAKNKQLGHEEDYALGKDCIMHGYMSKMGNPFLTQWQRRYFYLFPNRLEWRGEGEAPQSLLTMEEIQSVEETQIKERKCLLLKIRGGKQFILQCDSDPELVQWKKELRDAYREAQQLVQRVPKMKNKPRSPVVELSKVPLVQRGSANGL
VLA-4 inh = inhibition in a human VLA-4 binding assay | inhibition, % (about 7 µM as worked out from the volumes in the protocol) | VLA-4 expressing cells, ligand binding flow cytometry | AID 2557 | actives 0.2% (n = 330,000); in the data active = inhibition above about 50%
* = called active by the depositor; x = no result given. The list is partial; the hit share may differ from the screen's.

Efflux pump mplx	GRK2 inh	VLA-4 inh	Compound
0.1	0	x	CC[C@]12c3[nH]c4ccc(Cl)cc4c3CCN1C(=O)[C@@H](CC(=O)NC/C=C(\C)CCC=C(C)C)C[C@@H]2C(=O)N1CCN(C(=O)c2ccco2)CC1
0.0	5	x	O=S(=O)(c1ccccc1Br)N(CC(O)COCc1ccccc1)C1CC1 (stereo not given)
0.2	3	x	CN=C1N(C)C[C@@H]2[C@@H]3C(=O)N(Cc4ccccc4)C(=O)[C@@H]3[C@](Cc3ccccc3)(C(=O)OC)N12
0.3	2	x	C[C@@H]1[C@H]2CCCC[C@H]2CN(C(=O)OC(C)(C)C)[C@@H]1CC(=O)c1ccccc1
-0.1	0	x	OC[C@@H]1CC[C@@H](Cc2ccc(-c3ccccc3)cc2)O1
-0.1	0	x	Cc1ccc(-c2c(C)cc3oc(=O)cc(-c4ccccc4)c3c2C)cc1
0.7	0	x	COc1cccc(-c2sc3cc(OC)c(OC)cc3c2-c2ccc(OCCN3CCCCC3)cc2)c1
0.0	0	x	CCOC(=O)C1(CC)Oc2ccccc2C(c2ccc(OC)cc2)=C1C(=O)OC (stereo not given)
0.2	0	x	CC[C@]1(C(=O)OC)[C@H]2C(=O)N(C)C(=O)[C@H]2[C@H]2CN(C)C(=NC)N21
-0.2	0	x	Cn1c2ccccc2c2c(=O)oc3ccccc3c21
0.5	4	x	O=C(NC1C/C=C\C(c2ccccc2)N(c2ccccc2)C(=O)C1)OCC1c2ccccc2-c2ccccc21 (stereo not given)
-0.1	3	x	O=C1OCCN1C(=O)[C@H]1[C@H](c2ccccc2)C(c2cccc(Cl)c2)=NN1c1ccc(Br)cc1
-0.1	2	x	CCOC(=O)C1=CN(Cc2cccc(Br)c2)S(=O)(=O)NC1C (stereo not given)
0.2	0	x	CCOC(=O)C1=CN(Cc2cccc(-c3ccc(F)cc3)c2)S(=O)(=O)N(C)C1C (stereo not given)
0.2	0	x	CC[C@]12c3[nH]c4cc(CCC(=O)N(C)C)ccc4c3CCN1C(=O)[C@@H](CC(=O)NC/C=C(\C)CCC=C(C)C)C[C@@H]2C(=O)N1CCN(C(=O)C2CC2)CC1
0.1	0	x	CCN1C(=O)[C@H]2[C@H]3CN=C(SCc4ccc(C)cc4)N3[C@@](C)(C(=O)OC)[C@H]2C1=O
-0.1	0	x	COCC(=O)N[C@@H]1c2ccccc2CC[C@@H]1OCc1ccccc1
56*	4	x	COc1ccc(C2CC(c3ccccc3C(F)(F)F)=NN2c2ccc(S(N)(=O)=O)cc2)cc1 (stereo not given)
0.0	1	x	Cc1ccc(S(=O)(=O)N2CCN(S(=O)(=O)c3ccccc3Br)C2=O)cc1
0.2	4	x	CCOC(=O)C1=C(C)N(C[C@@H]2CC[C@@H](Cc3ccc(-c4ccccc4)cc3)O2)C(=O)NC1c1ccc(C(F)(F)F)cc1 (stereo not given in full)
0.3	0	x	CCCCCCC(NC(=O)c1ccc(C)cc1)C(=O)O (stereo not given)
-0.3	0	x	CCOC(=O)C1=CN(Cc2cccc(F)c2)S(=O)(=O)N(C)C1c1cccc(OC)c1 (stereo not given)
-0.1	1	x	COc1ccc(CNC(=O)C[C@H]2C[C@H](C(=O)N3CCCCC3)[C@@]3(CCc4ccccc4)c4[nH]c5ccc(Cl)cc5c4CCN3C2=O)cc1OC
0.2	0	x	O=C1c2ccccc2C(=O)N1CCCCc1cn(C[C@H]2CC[C@H](Cn3cc(CCCCN4C(=O)c5ccccc5C4=O)nn3)O2)nn1
0.4	0	x	Cc1ccc(C(=O)NC(Cc2cccc(F)c2)C(=O)O)cc1 (stereo not given)
-0.3	0	x	C#CCNCCS(=O)(=O)N(Cc1ccc(Br)cc1)[C@@H](CC(C)C)C(=O)O
0.5	0	x	O=C1OCCN1C(=O)[C@H]1[C@H](c2ccccc2)C(c2ccccc2)=NN1c1ccccc1
0.3	0	x	OC[C@@H]1[C@@H](c2ccc(Cl)cc2)C(c2ccc(F)cc2)=NN1c1ccccc1
0.1	0	x	O=C(C[C@H]1C[C@H](C(=O)N2CCOCC2)[C@@]2(CCC3CCCC3)c3[nH]c4cc(-c5ccco5)ccc4c3CCN2C1=O)NCCN1CCOCC1
-0.1	0	x	CCOC(=O)C1=CN(Cc2cccc(F)c2)S(=O)(=O)N(C)C1c1ccc(F)c(Cl)c1 (stereo not given)

Record cards, as listed above. Order of screens: Efflux pump mplx, GRK2 inh, VLA-4 inh
O=S(=O)(c1ccccc1Br)N(CC(O)COCc1ccccc1)C1CC1 (stereo not given) as listed: 0.0, 5, x
COc1cccc(-c2sc3cc(OC)c(OC)cc3c2-c2ccc(OCCN3CCCCC3)cc2)c1 as listed: 0.7, 0, x

The listing continues.
Efflux pump mplx	GRK2 inh	VLA-4 inh	Compound
0.0	0	x	CSCC[C@H](N)C(=O)NC[C@H]1O[C@@H](n2cnc3c(N)ncnc32)[C@H](O)[C@@H]1O
-0.3	2	x	C#CCN1Cc2ccccc2Oc2cc(Br)ccc2S1(=O)=O
0.3	6	x	CC(C)=CCC/C(C)=C/CNC(=O)C[C@H]1C[C@H](C(=O)N2CCCCC2)[C@@]2(C)c3[nH]c4cc(CCC(=O)N(C)C)ccc4c3CCN2C1=O
-0.2	4	x	CC[C@]1(C(=O)OC)[C@H]2C(=O)N(C)C(=O)[C@H]2[C@H]2CN=C(SCc3ccccc3)N21
-0.2	2	x	COc1cc(C2CC(=O)Oc3cc(O)ccc32)cc(OC)c1OC (stereo not given)
0.1	4	x	C=CCNc1cc(F)ccc1S(=O)(=O)NCC=C
0.1	3	x	CC[C@]12c3[nH]c4ccc(Cl)cc4c3CCN1C(=O)[C@@H](CC(=O)NCc1ccc(OC)c(OC)c1)C[C@@H]2C(=O)N1CCN(C(=O)c2ccco2)CC1
0.1	6	x	COc1ccc(-c2c(C)cc3oc(=O)cc(-c4ccccc4)c3c2C)cc1F
-0.6	0	x	CCOC(=O)C1=CN(Cc2cccc(F)c2)S(=O)(=O)N(C)C1c1ccc(C(F)(F)F)cc1 (stereo not given)
-0.4	0	x	N#CC(Cc1cc2ccccc2n1S(=O)(=O)c1ccccc1)OCc1ccccc1 (stereo not given)
0.5	0	x	C[C@@H]1C(c2ccc(F)cc2)=NN(c2ccc(Br)cc2)[C@H]1C(=O)N1CCOC1=O
0.1	0	x	COc1ccc(C2CC(c3ccccc3Cl)=NN2c2ccc(S(N)(=O)=O)cc2)cc1 (stereo not given)
0.0	0	x	O=C1OCCN1C(=O)[C@H]1[C@H](c2ccc([N+](=O)[O-])cc2)C(c2cccc(Cl)c2)=NN1c1ccc(Br)cc1
-0.3	1	x	CC[C@]12c3[nH]c4ccc(OC)cc4c3CCN1C(=O)C(CC(=O)NCc1ccco1)C[C@@H]2C(=O)N1CCN(C(=O)c2ccco2)CC1 (stereo not given in full)
0.4	2	x	O=C1OCCN1C(=O)[C@H]1[C@H](c2ccc([N+](=O)[O-])cc2)C(c2ccccc2)=NN1c1ccccc1
0.5	0	x	O=C(C[C@H]1C[C@H](C(=O)N2CCOCC2)[C@@]2(CCC3CCCC3)c3[nH]c4cc(-c5ccco5)ccc4c3CCN2C1=O)NCc1ccco1
-0.4	0	x	Cc1cn([C@H]2C[C@H](O)[C@@H](CCC(=O)NCCCn3ccnc3)O2)c(=O)[nH]c1=O
0.1	2	x	CCCCCCN(C(=O)CCCN1C(=O)NC(c2ccc([N+](=O)[O-])cc2)C(C(=O)OCc2ccccc2)=C1C)C(C)C(=O)NCCCC (stereo not given)
-0.2	0	x	COC(=O)[C@@]1(C)[C@H]2C(=O)N(C)C(=O)[C@H]2[C@H]2CN(C)C(=NC3CCCCC3)N21
0.0	23	x	CCOC(=O)C1=CN(Cc2ccco2)S(=O)(=O)NC1c1ccc(C(F)(F)F)cc1 (stereo not given)
-0.7	0	x	O=S1(=O)c2ccccc2OC(COCc2ccccc2)CN1C1CC1 (stereo not given)
0.1	0	x	CCCCCCCCNCCS(=O)(=O)NN1CCOCC1
0.0	7	17	C/C(=N\NC(=O)c1ccncc1)c1cccc(NC(=O)c2ccc(Cl)s2)c1
0.1	2	16	O=C(N/N=C/c1cccnc1)c1cc(-c2ccc(Br)cc2)nc2ccccc12
0.1	0	13	COc1ccc(CC(=O)N/N=C(\C)c2cccs2)cc1OC
0.2	5	-12	O=C(N/N=C\c1cccc(F)c1)c1ccc(-c2ccccc2)cc1
0.1	0	-21	Nc1nonc1-n1nnc(C(=O)N/N=C/c2cccc(O)c2)c1CN1CCCC1
-0.1	0	6	CCOc1ccccc1C(=O)N/N=C/c1coc2ccc(C)cc2c1=O
0.1	0	16	CC/C(=N\NC(=O)C1CCCC1)c1cccc(Br)c1
-0.1	0	-6	COC(=O)c1sccc1NC(=O)Nc1cccc(C)c1C

Following part.
Efflux pump mplx	GRK2 inh	VLA-4 inh	Compound
-0.1	0	11	CCn1cc(Cl)c(C(=O)Nc2cccc(CN3CCOCC3)c2)n1
-0.1	11	-1	Cc1cc(Br)ccc1NC(=S)NCCc1ccccc1
-0.1	0	16	CCCCCCOc1ccc(/C=N/NC(=O)C2CC2)cc1
0.0	0	7	CC1CCCCN1C(=O)c1c(Cl)cnn1C (stereo not given)
0.1	2	1	Cn1ncc(Cl)c1C(=O)NNC(=O)Nc1cccc2ccccc12
0.1	2	-10	FC(F)(F)c1ccccc1NC(=S)N1CCCCCC1
-0.1	0	-4	COc1ccc(C(=O)N/N=C/c2ccc(OC)c(COc3c(F)c(F)cc(F)c3F)c2)cc1
0.0	0	-5	O=C(Nc1ccc(F)cc1F)NC1CCCCCCC1
0.0	6	2	COc1ccc(NC(=S)Nn2cnnc2)c(OC)c1
0.0	0	8	CC(C)c1ccc(NC(=O)c2ccccc2NC(=O)C2CC=CCC2C(=O)O)cc1 (stereo not given)
0.1	0	-11	O=C(COc1c(Br)cc(Br)cc1Br)N/N=C/c1ccco1
-0.2	5	19	S=C(NCc1ccccc1)NCc1ccccc1Cl
-0.2	10	16	CCCCOc1cccc(C2C(C(=O)c3ccc(C)o3)=C(O)C(=O)N2Cc2ccco2)c1 (stereo not given)
0.0	0	1	COc1ccc(C)cc1NC(=O)NC1CCCCCCC1
-0.2	2	14	O=C(N/N=C\c1cc2c(cc1[N+](=O)[O-])OCO2)c1cccs1
0.1	0	-11	C/C(=N\NC(=O)CCC(=O)NCc1ccccc1)c1ccco1
0.1	2	1	Cc1ccc(NC(=O)NC2CCCCCCC2)cc1C
-0.1	2	16	Cc1cc(C)cc(NC(=O)NC2CCCCCCC2)c1
-0.1	0	11	Cc1ccc(NC(=O)NCc2ccccn2)c(C)c1
-0.1	0	2	CCOc1ccc(NC(=O)CCC(=O)NNC(=O)c2ccccc2Cl)cc1
-0.1	1	2	S=C(NCCCc1ccccc1)Nc1ccccc1
0.0	0	4	COc1ccc(S(=O)(=O)N[C@@H](CSCc2ccccc2)C(=O)O)cc1
-0.4	1	-6	C/C(=N\NC(=O)C1CC1)c1ccc(C(C)(C)C)cc1
-0.2	2	15	O=C(NNC(=O)C1CC1)c1cccc([N+](=O)[O-])c1
-0.1	3	1	CCOc1ccc(C2/C(=C(\O)c3ccc4c(c3)OCCO4)C(=O)C(=O)N2CCN2CCOCC2)cc1OC (stereo not given)
0.1	0	0	COc1ccc(NC(=O)NC(C)c2ccccc2)cc1 (stereo not given)
-0.1	2	9	Cn1ccc(C(=O)NC(=S)Nc2ccc([N+](=O)[O-])cc2O)n1
0.1	6	-5	CC(=O)c1ccc(NC(=O)Nc2cccc3ccccc23)cc1
0.1	13	-5	O=C(CCC(=O)Nc1ccccc1)NNS(=O)(=O)c1ccc(Cl)cc1
-0.1	0	-3	Cc1ccc(NC(=S)N2CCN(S(=O)(=O)c3ccccc3)CC2)cc1

Quoted from the listing:
In GRK2 inh, COc1ccc(NC(=S)Nn2cnnc2)c(OC)c1 is listed with 6
In Efflux pump mplx, CCOc1ccc(NC(=O)CCC(=O)NNC(=O)c2ccccc2Cl)cc1 is listed with -0.1

Arranged by formula weight (descending): some entries from above.
Efflux pump mplx	GRK2 inh	VLA-4 inh	Compound
-0.1	0	2	CCOc1ccc(NC(=O)CCC(=O)NNC(=O)c2ccccc2Cl)cc1
0.1	13	-5	O=C(CCC(=O)Nc1ccccc1)NNS(=O)(=O)c1ccc(Cl)cc1
-0.1	11	-1	Cc1cc(Br)ccc1NC(=S)NCCc1ccccc1
0.1	0	-11	C/C(=N\NC(=O)CCC(=O)NCc1ccccc1)c1ccco1
0.1	6	-5	CC(=O)c1ccc(NC(=O)Nc2cccc3ccccc23)cc1
-0.1	1	2	S=C(NCCCc1ccccc1)Nc1ccccc1
-0.1	0	11	Cc1ccc(NC(=O)NCc2ccccn2)c(C)c1

Next compounds:
Efflux pump mplx	GRK2 inh	VLA-4 inh	Compound
-0.1	3	5	Cc1ccc(C(=O)N/C(=C\c2ccco2)C(=O)N2CC(C)OC(C)C2)cc1C (stereo not given)
0.3	5	9	Cc1nc(NC(=O)c2c(-c3ccccc3)noc2C)sc1C(=O)N(C)C
0.2	0	-2	C/C(=N\NC(=O)c1ccc2ccccc2c1)c1cccs1
0.1	0	-1	COc1ccccc1NS(=O)(=O)c1ccc(NC(=O)c2[nH]nc(OC)c2[N+](=O)[O-])cc1
0.2	3	8	Cc1ccc(NC(=O)NC2CCCCCCC2)cc1
0.1	4	7	Cc1ccc(Cl)cc1NC(=O)C(=O)N/N=C/c1ccc2c(c1)OCO2
-0.1	1	10	COc1ccc(/C=N\NC(=O)c2ccc(-c3ccccc3)cc2)c(OC)c1OC
0.0	0	-38	COc1ccc(NC(=S)N2CCN(S(=O)(=O)c3ccc(F)cc3)CC2)cc1
0.1	0	5	S=C(NCCc1cccc(Cl)c1)NCc1ccccc1

Screening results deposited in PubChem by NMMLSC.
